# Compound activity from PubChem BioAssay.
# PV pol inh: poliovirus RNA polymerase inhibition; poliovirus polymerase elongation, fluorescence polarization; active compounds read low; 150,000 tested, 0.66% active; AID 588519; % elongation, % (compound at 16.7 µg/mL); in the data active = % elongation below about 90%; also: some results filed as inactive read as strong as hits
# Target sequence (P03300 1749-2209 limits assumed): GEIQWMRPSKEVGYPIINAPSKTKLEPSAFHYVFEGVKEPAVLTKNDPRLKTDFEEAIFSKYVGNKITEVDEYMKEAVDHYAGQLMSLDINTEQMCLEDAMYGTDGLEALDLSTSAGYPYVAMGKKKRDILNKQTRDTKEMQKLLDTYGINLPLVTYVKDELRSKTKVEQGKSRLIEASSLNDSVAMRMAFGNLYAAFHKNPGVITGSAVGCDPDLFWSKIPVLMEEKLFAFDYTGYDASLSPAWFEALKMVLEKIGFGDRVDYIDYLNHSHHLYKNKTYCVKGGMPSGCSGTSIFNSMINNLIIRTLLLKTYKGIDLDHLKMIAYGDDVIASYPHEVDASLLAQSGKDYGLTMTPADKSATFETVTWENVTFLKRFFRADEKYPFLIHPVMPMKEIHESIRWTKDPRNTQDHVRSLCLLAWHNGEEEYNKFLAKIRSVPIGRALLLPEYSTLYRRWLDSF
# PV pol inh FP z-score: recorded beside PV pol inh, whose call it bears; z-score; measured here: FP z-score; hits read low
# Starred values were filed as active, the others as inactive; & = joins results of further samples. Some of the compounds tested (hit frequency here may not be typical).
SMILES,PV pol inh,PV pol inh FP z-score
Cc1ccc(C)c(N2CCN(C(=O)c3cnc4c(-c5ccccc5)c(C)nn4c3C)CC2)c1,113.0,0.6
CCN(CC)S(=O)(=O)c1ccc(NC(=O)c2c(C)oc3ncnc(N4CCCCC4)c23)cc1,99.0,-1.1
Cc1cccc(CN2C(=O)/C(=C\c3ccc(C(=O)N4CCN(C(=O)c5ccco5)CC4)cc3)Oc3ccccc32)c1,100.0,-0.6
CC(=O)Nc1ccc(C)c(NC(=S)Nc2ccc(Cl)c(Cl)c2)c1,102.0,-0.5
Cc1ccc(Nc2nnc(-c3cc4c(ccc5ccccc54)oc3=O)s2)cc1,113.0,1.3
CCOc1ccccc1C(=O)N[C@H](C(=O)Nc1c(N)nc(N)n(C)c1=O)C(C)C,92.0,-1.8
Cc1cc(C)cc(-n2c(SCC(=O)N3CCOCC3)nc3c([nH]c4ccccc43)c2=O)c1,110.0,0.7
Cc1nn(C(C)C(=O)NCc2ccco2)c(=O)c2nn(-c3ccccc3)c(C)c12 (stereo unspecified),104.0,-0.8
COc1cccc(NC(=O)Cn2c(=O)n(-c3ccc(Cl)cc3)c(=O)c3oc4ccccc4c32)c1,101.0,-1.1
OC(c1ccccc1)c1nc2ccccc2[nH]1 (stereo unspecified),103.0,0
N/C(=C\C(=O)c1c(O)c(F)c(F)c(F)c1F)C(=O)O,98.0,-0.3
Cc1cc(C(=O)N2CCN(Cc3ccc4c(c3)OCO4)CC2)nn1C,101.0,-0.4
CCc1ccc(OCc2ccc(C(=O)O)cc2)cc1,100.0,-0.4
O=C(NCCS(=O)(=O)Cc1ccc(F)cc1)c1c(F)cccc1Cl,104.0,0.1
C=CCn1c(SCC(=O)OCC)nnc1C(C)C,99.0,-1.6

# The list goes on, overlapping the part above by 4 compounds.
SMILES,PV pol inh,PV pol inh FP z-score
Cc1cc(C(=O)N2CCN(Cc3ccc4c(c3)OCO4)CC2)nn1C,101.0,-0.4
CCc1ccc(OCc2ccc(C(=O)O)cc2)cc1,100.0,-0.4
O=C(NCCS(=O)(=O)Cc1ccc(F)cc1)c1c(F)cccc1Cl,104.0,0.1
C=CCn1c(SCC(=O)OCC)nnc1C(C)C,99.0,-1.6
Nc1ccc(-c2nc3ccccc3n2CCCOc2ccccc2)cc1,102.0,0
Cc1cc(C(F)(F)F)n2nc(-c3ccccc3)cc2n1,109.0,1.9
O=C(NCc1cccc(F)c1)c1ccc(CS(=O)c2ccccc2Cl)o1 (stereo unspecified),110.0,0.7
CCOC(=O)c1c(C)[nH]c(C)c1S(=O)(=O)N1CCCC(C(=O)Nc2cc(C)ccc2C)C1 (stereo unspecified),108.0,0.1
Cc1cccc(NC(=O)CSc2nc(=O)n(Cc3cccnc3)c3c2CCC3)c1,106.0,0.1
CN(C)S(=O)(=O)c1ccc(N2CCCC2)c(C(=O)NCc2ccccc2)c1,104.0,0
CCOC(=O)c1c(NC(C)=O)c2c3c(sc2n1Cc1ccc(Cl)cc1)CCCC3,109.0,-0.4
C=CCN=C(N)SCc1nc2ccccc2c(=O)[nH]1,111.0,2.2
CN1C(C(=O)NC(C)(C)C)=CC(c2ccc(F)cc2)=NS1(=O)=O,106.0,1.2
Cc1ccccc1NC(=O)C1C2c3ccccc3OC1(C)N=C1SCC(=O)N12 (stereo unspecified),100.0,-0.7
O=C1C=C(SCc2c(F)cccc2Cl)CC(c2ccccc2)C1 (stereo unspecified),105.0,0.2
CCc1ccc(C(N)=S)cc1,103.0,-0.2
CCn1c(=O)c2sccc2n2c(CCC(=O)Nc3ccc(C(C)C)cc3)nnc12,104.0,-0.4
O=C(O)C1C2CCC(C2)C1C(=O)N1CCN(c2ncccn2)CC1 (stereo unspecified),101.0,-0.3
Cc1ccc(C)c(NC(=O)c2nnn(Cc3ccc(F)cc3Cl)c2N)c1,108.0,0.8
O=C(NCC1COc2ccccc2O1)c1ccc(S(=O)(=O)N2CCCCC2)cc1 (stereo unspecified),103.0,0.1
c1ccc(OCC2CCNCC2)nc1,105.0,1.5
CCOC(=O)c1cc(OC(=O)c2cccc(C)c2)n(-c2ccccc2)n1,105.0,0.1
COc1ccc2nc(N3CCOCC3)[nH]c2c1,101.0,-0.5
O=C(CCc1nc2ccccc2c(=O)[nH]1)Nc1ccccc1C(=O)NC1CC1,107.0,0.5
CCOC(=O)[C@H](CCc1ccccc1)N[C@H]1CCc2ccccc2N(CC(=O)O)C1=O,102.0,0.4
CCc1ccc(NC2OC(=O)c3ccccc32)cc1 (stereo unspecified),103.0,-0.1
COC(=O)c1ccccc1S(=O)(=O)NC(Cc1ccccc1)C(=O)OC (stereo unspecified),105.0,0.3
COc1ccc(NC(=O)CCc2c(C)nc3cc(-c4ccc(Cl)cc4)nn3c2C)c(OC)c1,101.0,-0.7
O=S(=O)(Nc1ccc(Cl)cc1)c1ccc2oc(=S)[nH]c2c1,91.0,-0.7
Brc1ccc(-c2noc(-c3ccc(Br)cc3)n2)cc1,104.0,0
Cc1cccc(NC(=O)C(=O)NCCc2csc(-c3ccc(F)cc3)n2)c1C,109.0,0.8
CC1(C)CC(=O)C=C(NNS(=O)(=O)c2ccccc2)C1,103.0,0.4
O=C1CC(c2ccccc2)Cc2[nH]c(=O)c(C(=O)Nc3ccc(OC(F)(F)F)cc3)cc21 (stereo unspecified),109.0,0.8
CCN1CCc2c(sc3[nH]c(=S)n(-c4cccc(OC)c4)c(=O)c23)C1,104.0,0.3

# In another format: 7 of the compounds above
Compound | PV pol inh | PV pol inh FP z-score
CCc1ccc(NC2OC(=O)c3ccccc32)cc1 (stereo unspecified) | 103.0 | -0.1
O=S(=O)(Nc1ccc(Cl)cc1)c1ccc2oc(=S)[nH]c2c1 | 91.0 | -0.7
CCOC(=O)[C@H](CCc1ccccc1)N[C@H]1CCc2ccccc2N(CC(=O)O)C1=O | 102.0 | 0.4
CCN1CCc2c(sc3[nH]c(=S)n(-c4cccc(OC)c4)c(=O)c23)C1 | 104.0 | 0.3
Brc1ccc(-c2noc(-c3ccc(Br)cc3)n2)cc1 | 104.0 | 0
COc1ccc2nc(N3CCOCC3)[nH]c2c1 | 101.0 | -0.5
O=C1CC(c2ccccc2)Cc2[nH]c(=O)c(C(=O)Nc3ccc(OC(F)(F)F)cc3)cc21 (stereo unspecified) | 109.0 | 0.8

# Additional entries.
SMILES,PV pol inh,PV pol inh FP z-score
CNS(=O)(=O)c1cn(CC(=O)N2CCN(c3ccc(C)cc3C)CC2)cc1S(=O)(=O)NC,107.0,0.2
CC1(C)CC2CC(C)(CN2CC(=O)Nc2ccc3c(c2)OCCO3)C1 (stereo unspecified),102.0,-0.2
Cc1occc1C(=O)CC#N,102.0,0
Cc1oc2c(c(C)cc3oc(=O)c(CC(=O)NCCc4ccccc4)c(C)c32)c1C,98.0,-2.4
CCc1c(C)sc2c1CCN(Cc1ccccc1C#N)C2c1ccccc1 (stereo unspecified),114.0,1.5
COc1ccc(CNC(=O)CCc2nc(-c3ccc(OC)cc3)no2)cc1,113.0,0.2
O=S(=O)(c1ccc(-c2cnc(C3CC3)o2)cc1)N1CCN(c2ccccc2F)CC1,103.0,-0.6
CC12CC3(C)CC(C)(C1)CC(C(=O)NC(=S)NC(C)(C)C)(C2)C3,104.0,0.5
O=c1[nH]c(=S)[nH]c(O)c1C=Nc1ccc(Br)cc1,100.0,0.2
COc1ccc(OC)c(CNC(=O)CCCn2c(=O)c3cccn3c3cccnc32)c1,111.0,1.2
COc1ccc(C(=O)N2CCN(c3c(C)cccc3C)CC2)cc1OC,106.0,0.3
Cc1ccc(-c2cc(C(=O)N3CCN(S(=O)(=O)c4ccc(Br)cc4)CC3)[nH]n2)c(C)c1,109.0,0.7
S=C(NCc1cccnc1)Nc1ccccc1,107.0,0.6
O=C1CCC(C(=O)OCC(=O)Nc2ccc3c(c2)OCO3)=NN1,98.0,-0.5
Cn1cnc2c(=O)oc3ccc(S(=O)(=O)NCCC4=CCCCC4)cc3c21,103.0,0.6
CCC(=O)Oc1c(Sc2ccc(Cl)cc2)c(C)nn1-c1ccccc1,102.0,-0.7
Cc1cccc(N2CCN(S(=O)(=O)c3ccc(F)c(C(=O)Nc4cccc(Cl)c4C)c3)CC2C)c1 (stereo unspecified),111.0,0.6
CC(C)N(C(=O)CSc1ccccn1)c1ccccc1,103.0,0.5
Cc1noc(-c2cc3cc(Br)ccc3oc2=O)n1,100.0,-0.5
Cc1ccc2oc(=O)c3cnn(CC(=O)N4CCCCCC4)c3c2c1,102.0,0.5
CCOC(=O)c1ccc(NC(=O)c2cnc3c(-c4ccc(F)cc4)c(C)nn3c2C)cc1,51.0*,-4.6*
COc1ccc(-c2noc(-c3ccc(NCc4ccccc4OC)c([N+](=O)[O-])c3)n2)cc1,112.0,0.9
CCNc1nc(OCC(F)(F)F)nc(N(c2ccccc2)c2ccccc2)n1,102.0,0.1
CC1(C)OC(=O)C=C(c2ccc(Cl)cc2)O1,104.0,0.6
CCOc1ccc(NC(=O)C2CCCO2)cc1 (stereo unspecified),100.0,-0.5
CC(CNC(=O)C1CCCN(C(=O)c2cc3sccc3n2C)C1)c1ccccc1 (stereo unspecified),101.0,-0.5
O=C(COc1ccc(C(F)(F)F)cc1)c1ccc2c(c1)OCCO2,103.0,0
CCOC(=O)c1ccc(N2C(=O)Cc3cc(OCC)c(OCC)cc3C2c2ccccc2)cc1 (stereo unspecified),112.0,0.2
Cc1cc2ccccc2n1CCNC(=O)c1ccc(Br)cc1,111.0,1.4
O=C(O)C1C2C=CC(C2)C1C(=O)Nc1ccc(Cl)cc1 (stereo unspecified),102.0,-0.3
COc1ccc(OC)c(S(=O)(=O)NCCc2sc(-c3ccc(OC)c(OC)c3)nc2C)c1,101.0,-0.1
O=C(O)c1ccccc1SCC1CCCO1 (stereo unspecified),102.0,-0.1
Cc1ccc(Cn2c(CNC(=O)c3ccccc3Br)nc3cccnc32)cc1,108.0,0.1
COc1ccc(CNC(=O)CSCc2cnn(-c3ccccc3)c2-n2cccc2)cc1OC,106.0,-0.2
CCn1c(=O)c(-c2c(C)[nH]c3ccccc23)nc2cc(S(=O)(=O)N(C)C)ccc21,121.0,2.5
Cc1noc(C)c1CSc1ccccc1C(=O)Nc1nc(SCc2ccc(Cl)cc2)n[nH]1,98.0,-0.4
O=C(/C=C/c1ccco1)N(Cc1cccs1)C1CCS(=O)(=O)C1 (stereo unspecified),104.0,0.6
O=C(CCC1CCCC1)N1CCN(C(=O)c2cccnc2)CC1,103.0,0.4
CCC(C)c1ccc(NC(=O)CC#N)cc1 (stereo unspecified),106.0,0.5
CCCc1cc(N2CCN(c3cccc(C)c3C)CC2)n2cnnc2n1,104.0,-0.7
COc1ccc(C2=Nn3c(nc4sc(C(=O)Nc5cccc(C)c5)c(C)c4c3=O)SC2)cc1,112.0,0.3
Cc1ccc(-c2ccc(=O)n(Cc3ccc(F)cc3)n2)cc1,106.0,0
CCSc1nnc(-c2cccs2)n1Cc1ccccc1,101.0,-0.2
O=C(CCc1c[nH]c2ccccc12)OCc1c(Cl)cccc1Cl,101.0,-0.1
CN(C)C(CNC(=O)Nc1cccc(Cl)c1)c1cccnc1 (stereo unspecified),101.0,-0.5
O=C(/C=C\c1ccco1)Nc1c2c(nn1-c1ccc(Cl)cc1)CSC2,103.0,0.7
O=C(CCc1nc2ccccc2[nH]1)NCc1ccc(F)cc1Cl,102.0,0
CCOC(=O)c1c(C)oc2nc(COc3cc(Cl)ccc3Cl)nc(N)c12,103.0,0.1
Cc1nn(-c2ccc(F)cc2)c(Cl)c1C=Nc1cccc(C#N)c1,103.0,0.6
Cc1cc2cc(CN(Cc3ccccc3)C(=O)N(C)C)c3nnnn3c2cc1C,101.0,-0.2
O=C(COC(=O)C1CC2C=CC1C2)Nc1cccc(C(F)(F)F)c1 (stereo unspecified),106.0,0.4
COc1ccccc1NC(=O)Cc1noc(CSc2cccc[n+]2[O-])n1,105.0,0.5
O=C(CCS(=O)(=O)c1cccs1)Nc1ccc(C(=O)Nc2cccc(Cl)c2)cc1,104.0,0.2
O=C(COc1ccc(Cl)cc1Cl)NCCO,104.0,0.4
FCCOc1ccc(OCCF)cc1,101.0,0.6
O=c1cc(O)n(-c2ccccc2)c(=S)n1-n1c(=O)cc(O)n(-c2ccccc2)c1=S,105.0,0.2
COC1=CC(=O)C=C(OC)C1=O,102.0,0.4
O=C1C(C=NC2CCCCCC2)=C(O)c2ccccc21,101.0,0.1
CCn1cc(CNC(=O)CCCSc2nc(-c3ccco3)cc(C(F)(F)F)n2)cn1,102.0,0.2
CC12CN3CC(C)(CN(C1)C3c1ccccc1)C2=O (stereo unspecified),104.0,0.5
# (cont.)
SMILES,PV pol inh,PV pol inh FP z-score
CC(C)[C@H](NC(=O)CNC(=O)OC(C)(C)C)C(=O)N[C@H](C=O)C(C)C,105.0&103.0,1.4&0.8
COc1ccc(NC2SC(=O)N(c3ccccc3)C2=O)cc1 (stereo unspecified),100.0,-0.2
Cc1ccc(C)c(S(=O)(=O)c2cn(Cc3ccccc3)c3cc(N4CCCC4)c(F)cc3c2=O)c1,109.0,0.3
C1CCN(c2nc(N3CCCC3)nc(N3CCNCC3)n2)C1,100.0,-0.2
Cc1cccc(Nc2nc(C)cc(C)c2C#N)c1,104.0,0.6
COc1cccc(N2CCN(C(=O)c3cnc4c(C)cccn4c3=O)CC2)c1,110.0,0.7
COc1cc(/C=C\C(=O)NCc2ccc3[nH]c4c(c3c2)CCCC4)cc(OC)c1OC,102.0,0
CCNc1nc2nc3ccc(C)cn3c(=O)c2cc1C(=O)NCC1CCCO1 (stereo unspecified),102.0,0.2
COCCNC(=O)c1ccc(C(=O)NCCOC)cc1,98.0,-0.4
c1ccc2[nH]c(C3CCNCC3)nc2c1,107.0,0.2
COc1ccc(OC)c(NC(=O)c2cccs2)c1,106.0,0.3
Cc1cccc(NC(=O)c2sc3ncnc(N(C)C4CCCCC4)c3c2C)c1C,112.0,1.4
